PfGluPho inh – PfG6PD enzyme inhibitors, primary screen, biochemical, fluorescence intensity, uHTS | glucose-6-phosphate dehydrogenase-6-phosphogluconolactonase (Plasmodium falciparum 3D7) | PfGluPho enzyme, NADPH resazurin-diaphorase fluorescence | inhibition, % at 20 µM | 350,000 compounds, 0.78% hits | AID 504690, 2011;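 active means inhibition reaching at least a set limit at 20 µM in the primary screen, cut at about 59% in these data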;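 further: 0% = DMSO wells with substrate and 100% = DMSO wells lacking glucose-6-phosphate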
ATG4B inh – ATG4B protease inhibitors, primary screen, biochemical, fluorescence, uHTS | 340,000 compounds, 0.51% hits | inhibition, % at 8.33 µM | ATG4B cleavage of LC3-PLA2, NBD-HPC fluorescence, 1 h | AID 504462, 2011; in the data active means inhibition above about 40%
SENP6 block – SENP6 protease inhibitors, primary screen, biochemical, luminescence, uHTS. AID 2599, 2010. inhibition, % at 10 µM. Sentrin-specific protease 6 (Homo sapiens), Q9GZR1. Recombinant SENP6 catalytic domain, aminoluciferin luminescence. 330,000 compounds, 1.8% hits;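 active means inhibition above about 50% at the single tested dose, limit read from the data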;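 further: plate controls were DMSO wells with enzyme for no effect and DMSO wells lacking enzyme for full effect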
Target sequence (Q9GZR1 628-1112 limits assumed): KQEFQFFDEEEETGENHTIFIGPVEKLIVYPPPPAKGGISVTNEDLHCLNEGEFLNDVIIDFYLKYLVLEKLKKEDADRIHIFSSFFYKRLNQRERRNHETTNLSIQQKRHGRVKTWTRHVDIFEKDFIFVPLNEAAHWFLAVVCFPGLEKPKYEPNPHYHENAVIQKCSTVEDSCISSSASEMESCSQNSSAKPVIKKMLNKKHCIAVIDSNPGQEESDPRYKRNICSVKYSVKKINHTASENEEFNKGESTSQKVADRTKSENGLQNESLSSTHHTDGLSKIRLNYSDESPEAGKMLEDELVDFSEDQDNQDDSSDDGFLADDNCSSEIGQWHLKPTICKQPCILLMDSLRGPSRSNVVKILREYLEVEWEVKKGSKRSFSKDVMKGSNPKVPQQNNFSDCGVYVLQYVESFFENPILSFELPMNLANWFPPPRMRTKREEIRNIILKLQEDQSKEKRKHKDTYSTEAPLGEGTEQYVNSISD
HKDC1 inhibitor – HKDC1 hexokinase inhibitors, primary screen, biochemical, fluorescence, uHTS | 340,000 compounds, 0.16% hits | recombinant HKDC1, G6PDH/diaphorase resazurin coupled fluorescence | inhibition, % at 20 µM | AID 493160, 2011 | Q2TB90;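 active means inhibition above about 35% when tested at 20 µM, limit read from the data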;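 further: plate controls were DMSO wells with enzyme for no effect and DMSO wells lacking enzyme for full effect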
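Test system: recombinant HKDC1 (HK5) hexokinase enzyme, produced in-house / Doses: 20 µM test compound, 1% DMSO / Timing: 90 min, room temperature / Detection: G6PDH/diaphorase-coupled fluorescence, 1 mM NADP, 100 µM resazurin, 525/613 nm / Control set: DMSO wells with and without enzyme mix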
GRIN3A LBD mod – binders of NR3A ligand-binding domain, primary screen, biophysical, differential scanning fluorimetry, uHTS; Glutamate receptor ionotropic, NMDA 3A (GRIN3A) ligand-binding domain; NR3A LBD differential scanning fluorimetry, Tm shift; 0% = protein alone, 100% = glycine-bound protein; Tm shift relative to glycine control, % at 25 µM; 340,000 compounds, 2.5% hits; AID 1259313, 2017;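 active means melting temperature shift of at least 10% of the positive control shift, at one fixed dose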
SENP7 block – SENP7 protease inhibitors, primary screen, biochemical, luminescence, uHTS; Sentrin-specific protease 7 (Homo sapiens), Q9BQF6; inhibition, % at 5 µM; recombinant SENP7, Z-RLRGG-aminoluciferin luminescence, 40 min; 330,000 compounds, 1.5% hits;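 active means inhibition above about 50% at the single test dose, limit read from the data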;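 further: plate controls were DMSO with enzyme for no effect and no enzyme buffer wells for full effect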
Target sequence (Q9BQF6 706-1050 limits assumed): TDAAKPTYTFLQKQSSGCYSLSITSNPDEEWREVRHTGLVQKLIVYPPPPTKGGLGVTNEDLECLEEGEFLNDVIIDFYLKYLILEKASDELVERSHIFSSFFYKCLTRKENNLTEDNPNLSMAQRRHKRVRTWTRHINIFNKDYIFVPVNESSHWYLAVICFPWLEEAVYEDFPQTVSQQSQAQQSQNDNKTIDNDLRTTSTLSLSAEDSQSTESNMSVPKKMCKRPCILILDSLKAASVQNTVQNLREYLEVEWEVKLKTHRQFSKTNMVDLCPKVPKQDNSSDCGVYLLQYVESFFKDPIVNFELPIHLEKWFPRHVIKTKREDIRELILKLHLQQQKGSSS
SENP8 block – human SENP8 protease inhibitors, primary screen, biochemical, fluorescence, Nedd8 protein substrate, uHTS | 360,000 compounds, 0.64% hits | Sentrin-specific protease 8 (Homo sapiens), Q96LD8 | recombinant SENP8 | inhibition, % at 20 µM; in the data active means inhibition mostly above about 40%, no sharp cut-off; inactive means mostly below about 27%
MPTP block – mitochondrial permeability transition pore inhibitors, primary screen, biochemical, isolated mouse mitochondria, absorbance | inhibition, % at 10 µM | Ca2+ swelling absorbance, 30 min | AID 602449, 2012 | 360,000 compounds, 1.4% hits;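 active means inhibition of 50% or more, scaled per plate between neutral and stimulator controls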;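 further: 0% = DMSO wells given calcium and 100% = 1 mM EGTA wells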
* = called active by the depositor; / = not tested or not shown.

canonical_smiles	PfGluPho inh	ATG4B inh	SENP6 block	HKDC1 inhibitor	GRIN3A LBD mod	SENP7 block	SENP8 block	MPTP block
O=C(CCCCCl)Nc1c2c(nc3ccccc13)CCC2	0	-1	-26	-2	-1	16	16	1.7
COc1ccc(C(=O)OCC(=O)c2c(N)n(C)c(=O)n(C)c2=O)c(OC)c1OC	12	-1	-13	3	1	-7	16	-0.6
CCn1c(=O)c2cc(C(=O)NCCCOC)sc2c2ccccc21	10	-1	-39	12	0	-10	-336	-1.2
COc1ccc(CCc2nnc(CCC(=O)NCc3ccc4ncccc4c3)o2)cc1	-9	-11	0	-9	0	1	4	-1.4
COc1ccc(CNC(=O)CCCC(=O)n2nc(C)c3ccccc32)cc1	0	-10	-4	0	1	10	1	-0.4
Cc1ccccc1-c1noc(-c2ccc(O)cc2)n1	-17	-9	98*	9	10	101*	17	33
COc1ccc(N=Nc2ccc(N)nc2N)cc1	22	-2	78*	0	-16	78*	4	0.7
Cc1cc(OC(=O)c2c(C)cc(OC(=O)c3c(C)cc(O)cc3O)cc2O)cc(O)c1C(=O)O	3	9	7	0	3	-6	-12	72*
COC(=O)CNc1nc(-c2ccncc2)nc2ccccc12	4	-7	2	-3	0	-2	-33	1.4
Cc1[nH]c2ccccc2c1SCC(=O)N1CCC(C)CC1	-5	-2	6	-8	-1	4	-1	1.2
C=CCN1C(=O)/C(=c2\sc3nc(=O)c(Cc4ccc(OC)c(OC)c4)nn3c2=O)c2ccccc21	49	-15	6	6	0	11	4	-0.6
C/C(=N\NC(=O)Cc1ccc(Cl)cc1)c1ccccn1	-12	1	/	-11	-4	/	7	-1.9
CCOC(=O)c1ccc(OC(=O)CCCCCN=C(N)N)cc1	-7	3	-10	-9	-6	2	8	-1.2
O=C(Nc1cccc(Cl)c1)NC1CCN(C2CCCCC2)C1 (stereo unspecified)	-9	0	-3	-2	4	-3	22	0.6
COc1ccc(C(=O)OCCNC(=O)c2ccncc2)cc1OC	-5	0	-2	1	1	4	8	2.6
O=C1C=C(c2c(O)ccc3ccccc23)c2ccccc2C1=O	118*	-7	/	93*	-8	/	-46	65*
Cc1cc(C)c(C)c(OCCCCn2cnc3ccccc3c2=O)c1	15	9	13	16	1	7	7	0.2
COC(CNC(=O)c1ccc2c(c1)ncn2C1CCCCCC1)OC	9	-4	-7	-2	0	-7	25	-0.1
O=C(CCCOc1ccccc1)OCn1nnc2ccccc2c1=O	-1	-1	-3	2	0	3	10	-1.0
COc1cccc(Cn2c(-c3cccs3)noc2=O)c1	13	-8	-2	-11	0	4	-2	-0.6
C=CCOc1ccc(Br)cc1CNC(C)(C)CO	13	-8	-1	-16	-2	0	11	-0.4
O=C(Cc1ccc2c(c1)OCO2)NN=Cc1ccc([N+](=O)[O-])o1	0	-7	3	0	0	-1	39*	0.2
COc1ccc(-c2cccc(NC(=O)COc3ccc(Cl)cc3)c2)nn1	-7	1	-3	-1	-3	2	15	-0.4
Cc1ccc(C)c(S(=O)(=O)NCc2ccc(C(=O)NCc3ccco3)cc2)c1	10	-12	-6	1	2	0	11	-1.7
Fc1ccc(-c2nnc(Cc3nnc(-c4ccc(F)cc4)o3)o2)cc1	-5	-18	-4	-12	-2	0	1	-0.5
O=C(Cc1ccc(Cl)cc1)NCC(=O)N1CCCCC1	7	12	-18	-8	0	2	12	0.9
CCCCNc1nnc(SCC(=O)c2c(N)n(CCC)c(=O)[nH]c2=O)s1	11	-10	7	-3	-3	-6	3	0.3
O=C(NCc1ccccc1)c1ccc(N2CCC3(CC2)CC(c2ccccc2)=NO3)c([N+](=O)[O-])c1	8	-11	8	0	-5	1	10	-0.6
Cc1ccc(S(=O)(=O)N2CCN(C(=O)COc3ccc(NC(=O)c4ccco4)cc3)CC2)cc1	-7	-6	-10	-3	-2	-6	24	-0.5
O=C(NCc1ccc2c(c1)OCO2)NC1CCCCC1	-23	-8	8	1	-5	9	8	0.4

Profiles from above. Screens in order: PfGluPho inh	ATG4B inh	SENP6 block	HKDC1 inhibitor	GRIN3A LBD mod	SENP7 block	SENP8 block	MPTP block
C=CCN1C(=O)/C(=c2\sc3nc(=O)c(Cc4ccc(OC)c(OC)c4)nn3c2=O)c2ccccc21 in the list: 49	-15	6	6	0	11	4	-0.6
COc1ccc(CCc2nnc(CCC(=O)NCc3ccc4ncccc4c3)o2)cc1 in the list: -9	-11	0	-9	0	1	4	-1.4

Remaining list, next part
canonical_smiles	PfGluPho inh	ATG4B inh	SENP6 block	HKDC1 inhibitor	GRIN3A LBD mod	SENP7 block	SENP8 block	MPTP block
c1ccc2c(Cn3ccnc3)cccc2c1	-16	-4	-6	0	1	-1	13	0.0
Cc1cc2n(n1)C(c1ccc3c(c1)OCO3)Nc1c(C)cccc1-2 (stereo unspecified)	7	12	0	3	-1	8	-250	0.4
Cc1cc(=O)[nH]c(NCc2ccc(Cl)cc2)n1	-5	-4	7	3	1	14	33	1.4
Cc1c(C(=O)O)cccc1-n1c(C)cc(C=O)c1C	4	-8	-14	-5	0	2	4	1.2
O=C(Nc1ccc2ncccc2c1)Nc1ccc2ncccc2c1	8	-17	-5	2	33*	7	-53	1.3
CC[n+]1c(-c2ccccc2)csc1Nc1c(C)n(C)n(-c2ccccc2)c1=O	-9	7	5	-1	-1	-5	22	1.7
C/C(CC(=O)NC(C)C)=N\NC(=O)COc1cc(C)c(Br)cc1Br	-12	-3	-21	-9	-2	-9	5	0.2
CN1CCN(CCCNC(=O)CCN2C(=O)COc3ccccc32)CC1	4	-5	7	-2	0	-3	10	-1.0
CN1CCc2c(sc(NC(=O)Cc3ccccc3)c2C#N)C1	0	-4	5	0	2	10	-25	-0.2
O=C(Nc1c(Cl)cc(Cl)cc1C(=O)NCC1CCCO1)c1ccco1 (stereo unspecified)	-3	-11	-6	1	1	3	-34	-0.6
CC(C)(C)OC(=O)NCc1ccc(NC(=O)c2nc[nH]c2C(=O)NCCCCCCNC(=O)c2[nH]cnc2C(=O)Nc2ccc(CNC(=O)OC(C)(C)C)cc2)cc1	-1	-1	11	3	0	-8	17	-0.6
CCN(CC)CCNC(=O)c1ccc(Sc2ccc(C)cc2)c(NC(C)=O)c1	2	-6	21	-6	1	2	-16	-0.8
Cn1c(N)c(S(=O)(=O)N2CCN(c3cccc(Cl)c3)CC2)c(=O)n(C)c1=O	-12	4	-9	-8	0	-11	3	0.0
Cc1cc(C)cc(C(=O)NCC(=O)OCC(=O)NC2CC2)c1	-2	-3	2	-8	3	8	5	-0.8
O=C(Nc1ccccc1Cl)NC1(C(=O)N2CCCCC2)CCCCC1	-21	-10	-15	-11	0	7	-37	-5.7
CC(=O)c1sc2c(c1OC(=O)c1ccc(Cl)cc1Cl)c(=O)n(-c1ccccc1)c(=S)n2-c1ccccc1	-15	-2	9	3	3	5	3	0.6
CC(C)c1ccc(Nc2nc(NCc3ccco3)nc(N3CCOCC3)n2)cc1	36	41*	-15	-2	-10	2	13	4.3
Cc1nnc(NC(=O)Nc2ccc(Cl)c(Cl)c2)s1	-22	-7	-13	2	3	11	3	88*
Cn1c(=O)c2c(nc(NCCNC(=O)c3ccco3)n2Cc2ccccc2Cl)n(C)c1=O	-9	0	-10	-1	1	6	5	-0.1
CCCN(Cc1nnc(-c2ccccc2Cl)o1)C(=O)c1ccc(C)c(S(=O)(=O)N2CCOCC2)c1	3	-18	-18	0	1	2	4	-2.1
S=c1nc(-c2sccc2OCc2ccc(Cl)cc2Cl)[nH][nH]1	11	11	5	-4	-2	2	-202	1.0
Cc1ccc(Nc2c(O)nc[nH]c2=O)cc1	10	-5	/	-4	-1	/	7	0.5
CC1(C)CC(=O)C(C(=O)CCCCC(=O)C2C(=O)CC(C)(C)CC2=O)C(=O)C1	-2	2	-7	11	2	5	22	0.9
COC(=O)c1ccccc1NC(=O)c1ccccc1NS(C)(=O)=O	-7	0	2	-8	0	-6	-48	2.4
Cc1nnc(SCCn2c(N3CCN(C)CC3)nc3c2c(=O)n(C)c(=O)n3C)s1	-6	1	13	-4	0	3	8	0.1
O=C(CNC(=O)N1CC(=O)Nc2ccccc21)Nc1ccc(F)c(Cl)c1	-1	10	10	1	-1	1	2	-0.9
CC(C)c1ccc(/C=N/NC(=O)CC(=O)NC2CCCCC2)cc1	-4	-7	-10	11	-2	-2	5	0.4
Cc1ccc(S(=O)(=O)N2CCN(C(=O)C3CCN(c4ncnc5sc(C)c(C)c45)CC3)CC2)c(C)c1	0	-2	/	1	0	/	6	34
CN1CCN(c2ccncc2S(=O)(=O)N2CCCCC2)CC1	3	-4	-14	-3	-2	6	16	-1.2
O=C(Nc1ccc(F)cc1)C1CCCO1 (stereo unspecified)	-6	11	-5	-4	-4	-1	-26	2.0
O=C(C1CCN(S(=O)(=O)Cc2ccccc2)CC1)N1CCCc2ccccc21	-11	14	-8	-1	-6	1	0	0.6
COc1ccccc1CNC(=O)c1oc2ccc(S(=O)(=O)N3CCOCC3)cc2c1C	-3	-4	-14	-6	-1	2	5	0.4
CCOC(=O)CNC(=O)COc1ccc(Cl)cc1Br	6	-1	2	-8	-1	-3	9	0.1
Cc1cc(C)n(-c2ccc(C(=O)NCc3ccc(F)cc3)cc2)n1	5	3	-10	-3	0	-2	0	3.2
CCn1c(CCC(=O)N(C)CC(=O)Nc2cccc(F)c2)nc2cc(S(=O)(=O)N(C)C)ccc21	-14	-7	-6	-4	-2	-7	15	-0.2
NC(Cc1ccc(O)c([N+](=O)[O-])c1)C(=O)O (stereo unspecified)	-2	-7	-5	-4	-2	-5	9	-0.5
CCOc1ccc2oc(C(=O)N3CCN(c4ccccn4)CC3)c(C)c2c1	0	3	8	-8	0	0	-46	-1.4
CCOC(=O)N1CCN(C(=O)CSCc2nc(-c3ccccc3F)oc2C)CC1	1	-12	1	-1	1	0	8	6.4

Screens deposited in PubChem by Sanford-Burnham Center for Chemical Genomics.
